Screening data deposited in PubChem by The Scripps Research Institute Molecular Screening Center.
MITF primary – inhibitors of human MITF. AlphaScreen MITF homodimerization, bead proximity signal. inhibition, % at 2.6 µM. hit rate 0.91% among 650,000. AID 1259374; in the data active = inhibition above about 50%;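 also: 0% = vehicle wells with protein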
Target sequence (O75030 whole entry, looked up): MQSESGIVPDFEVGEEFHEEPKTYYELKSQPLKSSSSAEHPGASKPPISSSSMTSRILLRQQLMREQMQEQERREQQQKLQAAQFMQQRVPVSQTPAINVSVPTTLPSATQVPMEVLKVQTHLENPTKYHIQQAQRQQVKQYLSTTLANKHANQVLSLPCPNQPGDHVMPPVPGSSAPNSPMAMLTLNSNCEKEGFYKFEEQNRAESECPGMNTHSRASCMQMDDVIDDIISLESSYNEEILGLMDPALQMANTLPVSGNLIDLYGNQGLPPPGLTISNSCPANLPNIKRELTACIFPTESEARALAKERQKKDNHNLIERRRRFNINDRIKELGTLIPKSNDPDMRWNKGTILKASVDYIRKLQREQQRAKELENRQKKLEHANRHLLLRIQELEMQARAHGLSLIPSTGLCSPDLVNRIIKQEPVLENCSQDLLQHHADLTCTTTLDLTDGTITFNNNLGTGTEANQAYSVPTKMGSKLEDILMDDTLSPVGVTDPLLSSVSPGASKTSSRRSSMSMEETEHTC
FBW7 activator – activators of human E3 ligase FBW7. hit rate 0.13% among 650,000. Q969H0. normalized activity (activation), % at 26.1 µM. AlphaScreen FBW7–phospho-cyclin E peptide binding, activator screen; in the data active = normalized activity above about 1.9%;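 also: purified mutant Fbw7 with reduced substrate affinity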
TEAD-YAP block – TEAD-YAP interaction inhibition | HEK-TIYL cells, TEAD-Gal4/YAP UAS-luciferase luminescence | inhibition, % at 9.12 µM | hit rate 1.4% among 640,000; in the data active = inhibition above about 32%;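 also: 0% = median of test compound wells and 100% = reference inhibitor wells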
GPR151 activ – activators of human GPR151 | Q8TDV0 | AID 1508602 | activation, % at 11.2 µM | hit rate 1% among 650,000 | PathHunter beta-arrestin GPR151 cells, luminescence; in the data active = activation above about 4.9%;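 also: 0% = median of compound wells and 100% = cells with positive control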
Target sequence (Q8TDV0 whole entry, looked up): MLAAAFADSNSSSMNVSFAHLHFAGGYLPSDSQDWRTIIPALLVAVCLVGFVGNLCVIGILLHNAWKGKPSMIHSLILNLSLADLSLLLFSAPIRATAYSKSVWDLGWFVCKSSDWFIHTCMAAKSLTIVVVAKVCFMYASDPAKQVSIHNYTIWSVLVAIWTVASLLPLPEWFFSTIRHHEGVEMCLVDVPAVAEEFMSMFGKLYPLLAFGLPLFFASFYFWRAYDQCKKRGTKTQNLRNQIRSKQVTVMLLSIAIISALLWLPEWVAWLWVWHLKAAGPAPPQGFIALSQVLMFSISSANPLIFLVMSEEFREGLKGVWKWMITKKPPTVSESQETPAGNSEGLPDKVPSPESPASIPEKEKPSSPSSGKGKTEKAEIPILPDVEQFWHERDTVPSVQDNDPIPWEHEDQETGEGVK
Starred values were filed as active, the others as inactive; / = no result given.

Structure	MITF primary	FBW7 activator	TEAD-YAP block	GPR151 activ
COC(=O)C1=C(C)N(Cc2ccc(OC)cc2)C(=O)/C1=C\c1ccc(SC)cc1	14	-0.2	-7	3.3
CCOc1ccccc1NC(=O)N1CCCC(c2nc(-c3cccc(OC)c3)no2)C1 (centres undefined)	11	0.1	-31	-1.0
CC(=O)C1Cn2c(nc3c(c2=O)C2(CCCCC2)Cc2ccccc2-3)S1 (centres undefined)	-7	-0.1	-1	1.0
CC1CCc2c(sc3ncnc(N4CCN(C)CC4)c23)C1 (centres undefined)	14	0.5	3	2.4
CCCNC(=O)COc1ccc(S(=O)(=O)NC(C)C)cc1C	7	0.8	13	-0.8
CCNC(=O)N1CCN(c2nccnc2NS(=O)(=O)c2ccc(OC)cc2)CC1	8	-0.5	-2	-0.6
CCOC(=O)Cn1c(=O)oc2cc(S(=O)(=O)N(CC)CC)ccc21	0	0.0	-4	-1.5
NC(=O)c1cc([N+](=O)[O-])ccc1NCCN1C(=O)c2ccc(C(=O)O)cc2C1=O	-2	-0.2	-6	-1.8
Cc1cc(C)nc(NS(=O)(=O)c2ccc(NC(=O)c3cccc(NC(=O)C(F)(F)F)c3)cc2)n1	-5	0.0	2	2.0
CCOC(=O)c1c(NC(=O)c2ccccc2OC)sc2c1CC(C)(C)OC2	0	-0.1	0	-0.2
O=C(Cn1c(=O)n(CC(=O)NC2CCCC2)c(=O)c2ccccc21)Nc1cccc(F)c1	-6	-0.1	6	1.4
C=CCOC(=O)C1=C(C)NC(C)=C(C(=O)OCC=C)C1c1ccc(C)cc1	-4	0.2	2	0.8
N/C(C/C(N)=N/OC(=O)NC1CCCCC1)=N\OC(=O)NC1CCCCC1	15	0.7	22	-1.4
CC(C)(C)C1CCc2c(sc3nc(CCC(=O)NCCc4ccccc4)[nH]c(=O)c23)C1 (centres undefined)	8	0.3	4	2.5
CCOC(=O)c1c(NC(=O)c2ccc(Cl)c([N+](=O)[O-])c2)sc(C(=O)Nc2ccccc2F)c1C	8	-0.2	0	0.0
CCOC(=O)c1sc(=S)n(C)c1N	13	0.6	9	-1.0
CC1=NN(C(=O)c2ccc(C(N)=O)cc2)C(O)(C(F)(F)F)C1 (centres undefined)	-12	0.1	-4	-0.4
COc1ccc2c(c1)C(CC(=O)N1CCCC(c3[nH]ncc3Cc3ccccc3)C1)C(=O)N2 (centres undefined)	7	0.0	5	-0.4
Cc1nc2ccc(NC(=O)c3ccc4c(c3)S(=O)(=O)c3ccccc3C4=O)cc2s1	-10	-0.1	-4	-1.0
COC(=O)c1cc(NC(=O)c2ccc(-c3cccc(Cl)c3C)o2)cc(C(=O)OC)c1	11	0.2	5	-0.2
Cc1csc(C2C(N)=NC(S)=C(C#N)C23CCCCC3)n1 (centres undefined)	10	-0.1	-3	-1.3
CC(=O)Nc1ccc(Nc2ccnc(-c3cccc(C(C)=O)c3)n2)cc1	-2	-0.1	-22	4.0
O=C1CCC(CCC(=O)N2CCCCCC2)(Cc2ccc(Cl)cc2)N1 (centres undefined)	1	0.0	-4	1.3
CC1=C(C(N)=O)C(c2cccnc2)n2nc(SCc3ccccc3F)nc2N1 (centres undefined)	6	0.0	5	0.1
Cc1nn(CC2CC2)c(=O)c2cc3ccsc3n12	-3	-0.1	-7	-0.1
O=C(c1ccco1)N1CCC(O)(c2cccc(F)c2)CC1	-10	0.0	7	-0.8
Cc1ncc(-c2ccncc2)c(C2CCCN(C(=O)CC3NC(=O)c4ccccc43)C2)n1 (centres undefined)	10	0.3	6	-1.0
CN(CCCC(=O)O)S(=O)(=O)c1ccc2c(c1)C(=O)c1cc(S(=O)(=O)N(C)CCCC(=O)O)ccc1-2	0	-0.1	1	-1.3
COc1ccccc1Cn1c(=S)[nH]c2cc(C(=O)N3CCC4(CC3)OCCO4)ccc2c1=O	4	-0.1	-1	-0.5
COc1ccc(CC(=O)N2CCC3(CC2)OCc2cc(-c4ccco4)ccc2O3)cc1	2	-0.1	2	0.7
CCN(CC)c1ccc(/C=N/Nc2nncc(-c3ccc(OC)cc3)n2)cc1	7	-0.1	2	0.1
COc1ccc(C(=O)O)cc1Nc1cc(C)nc2ncnn12	13	0.0	-2	1.5
CC(C)(C)n1cc(NC(=O)C2CC(c3ccccc3O)=NO2)cn1 (centres undefined)	43	0.8	-21	-2.2
COc1ccc(C(=O)c2oc3ccccc3c2NC(=O)COc2ccccc2F)cc1	2	0.2	-3	1.6
Cc1ccc(NC(=O)c2cccc(C)c2C)c(O)c1	19	0.2	-46	-1.0
CCc1c(C)c(C#N)c2nc3ccccc3n2c1NCCOCCO	5	0.4	12	-1.3
N#Cc1ccc(NC2CCCCC2)c([N+](=O)[O-])c1	26	0.3	-27	-0.7
O=C(c1ccc2c(=O)n(Cc3ccccc3)c(SCc3cccc([N+](=O)[O-])c3)nc2c1)N1CCCC1	-28	-0.1	-15	-1.0
COc1ccccc1C1c2c(n[nH]c2C)C(=O)N1c1ccc(C)cc1 (centres undefined)	0	-0.1	5	-0.9
OC[C@H]1O[C@@H](Oc2ccc(Cl)cc2)[C@H](O)[C@@H](O)[C@H]1O	-10	0.1	-9	0.7
O=C(NCc1ccco1)/C(=C\c1ccc(Br)cc1)NC(=O)c1ccco1	-17	0.0	4	1.2
Cc1cc(=O)oc(C)c1C(=O)NCCN(C)Cc1ccccc1	-5	0.0	4	1.4
CS(=O)c1ccc(C(=O)O)s1 (centres undefined)	0	-0.2	-12	-0.3
O=C(NC(=S)N1CCCC1)c1ccccc1F	13	0.2	-3	-1.7
OCCCc1cn2ncnc2nc1C(F)(F)F	10	0.1	1	0.4
Cc1cc(Cl)ccc1OCCCC(=O)NC1=NCCS1	-1	0.2	-2	-0.7
O=C1c2cccc3c([N+](=O)[O-])ccc(c23)C(=O)N1c1nnc(C(F)(F)F)s1	6	-0.2	5	-1.2
CSc1cccc(NC(=O)C2C3C=CC4(O3)C2C(=O)N(CCN2CCOCC2)C4C(=O)NC2CCCCC2)c1 (centres undefined)	10	-0.1	4	-1.2
N#Cc1cc2c(=O)n3ccccc3nc2n(Cc2cccnc2)c1=O	-2	0.0	-1	0.8
CCNC(=S)N1CC=C(c2ccccc2)CC1	-7	-0.1	-22	-0.9
Cc1ccc(C2C(C#N)=C(N)N(N(C)C)C3=C2C(=O)CC(c2ccccc2)C3)cc1 (centres undefined)	7	0.1	3	1.9
COc1cc(C2=N/C(=C/c3cccc4ccccc34)C(=O)O2)cc(OC)c1OC	0	-0.1	4	-0.6
CC1(C)CC(=O)C2=C(C1)Nc1ccc3ncccc3c1C2c1ccccc1C(F)(F)F (centres undefined)	-3	0.2	16	-1.1
COC(=O)[C@@H](NC(=O)CCc1nnc(-c2ccsc2)o1)C(C)C	17	0.3	-11	-0.8
NC(=O)c1ccc(NC(=O)CN2CCN(CC(=O)Nc3ccccc3F)CC2)cc1	2	-0.1	16	0.2
Cc1cc(NC(=O)CSc2nc3ccccc3cc2C#N)no1	5	-0.1	0	0.9
Cc1c(NC(=O)c2ccncc2)c(=O)n(-c2ccccc2)n1C	-11	-0.2	-8	-0.2
CC1=C(C#N)C(c2ccc(N(C)C)cc2)C2=C(CC(C)(C)CC2=O)N1 (centres undefined)	4	0.1	13	1.4
Cc1nc(N2CCN(C(=O)CCCc3ccccc3)CC2)cc(-n2cccn2)n1	-2	0.0	6	1.1
O=C(CSCc1ccc([N+](=O)[O-])cc1)Nc1ccc(S(=O)(=O)N2CCCC2)cc1	10	0.0	7	2.1

(cont.)
Structure	MITF primary	FBW7 activator	TEAD-YAP block	GPR151 activ
COc1ccccc1CN1C(=O)C(C)Oc2ccc(C)cc21 (centres undefined)	18	0.7	-5	-0.6
Cc1cc2nccc(C3CCCN(C(=O)c4ccc(N(C)C)cc4)C3)n2n1 (centres undefined)	-2	0.1	-25	0.6
N#Cc1c(-c2cccnc2)cc(-c2ccc(F)cc2)nc1N	3	-0.1	-3	1.7
COc1cc(-c2cnc3ccc(NCCCO)nn23)ccc1O	8	0.2	75*	-0.1
CCOC(=O)C(C)Oc1ccc2c(-c3ccccc3)cc(=O)oc2c1 (centres undefined)	0	0.2	-6	-1.6
CCOc1cccc2cc(C(=O)NC3CCCC3)c(=O)oc12	0	0.1	-21	0.0
COc1ccc(CCNC(=O)C(=O)NCCCN(C)C)cc1OC	-7	0.0	5	-1.5
CCCCC(C1=C(O)CCCC1=O)C1=C(O)CCCC1=O	12	0.0	10	-0.4
O=C(Nc1nnc(CSCc2ccccc2)s1)c1ccc(Cl)cc1Cl	-7	-0.4	3	-0.2
CCOC(=O)c1ccc(N2C(=O)C(CC(=O)Nc3ccc(F)cc3)N(CCCN3CCN(CC)CC3)C2=S)cc1 (centres undefined)	3	-0.1	-3	2.4
O=C(NCc1cccc(F)c1)c1c(O)c2cccc3c2n(c1=O)CCC3	-9	0.0	7	-1.2
Cc1ccc(O)c(C2=Nc3ccccc3N=C(c3cccc(Br)c3)C2)c1	-7	-0.1	-77	0.2
O=C(c1ccccc1)N1CCN(CC(O)COc2ccc3ccccc3c2)CC1 (centres undefined)	-5	0.9	-14	-0.9
Cc1ccc(S(=O)(=O)N(CCc2ccccc2)CC(=O)NC2CC2)cc1	7	0.5	6	0.4
COc1ccc(N2CCN(CCCn3c(SCC(=O)NCc4ccc(C)cc4)nc4ccsc4c3=O)CC2)cc1	2	0.6	1	0.4
O=c1n(Cc2cc3c(cc2Cl)OCO3)c(=O)n2n1CC[C@@H]1/C(=N/OCc3ccccc3)[C@H]3O[C@H]3[C@@H](O)[C@@H]12	-11	0.0	/	0.7
COC(=O)Cn1cnc2c(nnn2-c2ccc(OC)cc2)c1=O	-11	0.0	-7	0.1
COc1cc(NC(=O)COc2ccc(Cl)cc2)c(OC)cc1Cl	5	0.0	8	1.0
O=C(c1cc2ccccc2c(=O)o1)N1CCCCC1	-8	-0.3	3	-0.3
Cc1cc(C)cc(-n2nnc(C(=O)NCc3ccco3)c2N)c1	-15	-0.1	4	-0.3
Oc1ccc(-c2nccnc2NCc2ccncc2)cc1	19	0.2	-1	0.4
O=C1NC(=S)NC(=O)C1=Cc1cn(-c2ccccc2)nc1-c1ccc2c(c1)OCCO2	5	-0.2	-67	0.4
COc1ccc(OCC(=O)NC(=S)Nc2ccc(S(=O)(=O)N3CCCC3)cc2)cc1	14	-0.2	-4	0.0
CC1(C)CC(=O)c2c([nH]c(=S)c(C#N)c2-c2ccccc2[N+](=O)[O-])C1	-4	-0.1	-4	0.5
CCOC(=O)c1cc2c(=O)n3ccccc3nc2n(CCCOC)c1=NC(=O)c1cccc(F)c1	2	0.2	7	-0.9
CCN1C(=O)CSC1=Nc1ccc(OC)cc1	-20	-0.8	4	0.8
CN(C)C(=O)N1CCN(c2nc(-c3ccc(Cl)cc3)cs2)CC1	-3	-0.1	-17	-0.4
COc1cc(NC(=S)NCCCO)c(OC)cc1Cl	11	0.9	11	-2.1
CSCC(C)N1CCC(CCC(=O)Nc2cccc(C)c2)CC1 (centres undefined)	-18	-0.1	-7	0.6
CC(CC(=O)O)CC(=O)NNC(=O)c1cccc(Br)c1 (centres undefined)	14	0.0	-11	-0.1

Filtered by structure: the entries above containing a tert-butyl group (2)
Structure	MITF primary	FBW7 activator	TEAD-YAP block	GPR151 activ
CC(C)(C)C1CCc2c(sc3nc(CCC(=O)NCCc4ccccc4)[nH]c(=O)c23)C1 (centres undefined)	8	0.3	4	2.5
CC(C)(C)n1cc(NC(=O)C2CC(c3ccccc3O)=NO2)cn1 (centres undefined)	43	0.8	-21	-2.2

Pulled one by one from the entries so far, five records:
Structure	MITF primary	FBW7 activator	TEAD-YAP block	GPR151 activ
N#Cc1cc2c(=O)n3ccccc3nc2n(Cc2cccnc2)c1=O	-2	0.0	-1	0.8
N#Cc1c(-c2cccnc2)cc(-c2ccc(F)cc2)nc1N	3	-0.1	-3	1.7
CC1(C)CC(=O)C2=C(C1)Nc1ccc3ncccc3c1C2c1ccccc1C(F)(F)F (centres undefined)	-3	0.2	16	-1.1
COc1ccccc1Cn1c(=S)[nH]c2cc(C(=O)N3CCC4(CC3)OCCO4)ccc2c1=O	4	-0.1	-1	-0.5
COc1cc(C2=N/C(=C/c3cccc4ccccc34)C(=O)O2)cc(OC)c1OC	0	-0.1	4	-0.6

Later entries:
Structure	MITF primary	FBW7 activator	TEAD-YAP block	GPR151 activ
CCCNC(=O)N1CCN(S(=O)(=O)c2ccc(C)c(C)c2)CC1	11	0.8	13	2.0
CCOc1ccc(CN2CCc3nnc(C(NC(=O)c4ccoc4)C(C)C)n3CC2)cc1 (centres undefined)	-6	0.1	-3	0.6
CCC(C(=O)NCc1cccc(OC)c1)n1ncn2c(cc3occc32)c1=O (centres undefined)	-10	0.0	-8	-0.1
C/C(=N\NC(=O)C(O)c1ccccc1)c1ccc(Cl)cc1 (centres undefined)	3	0.2	-2	-0.2
Cc1ccc(-n2ncc3c(Oc4ccc(F)cc4)ncnc32)cc1	-1	-0.1	58*	-0.2
O=S(=O)(NC1CC2CCC1C2)c1ccc2ccccc2c1 (centres undefined)	-6	-0.2	-15	0.1
CCOC(=O)C(CC(C)C)NC(=O)/C(=C\c1ccccc1F)NC(=O)c1ccccc1 (centres undefined)	-4	0.0	8	2.7
COc1ccc(CN2CC(=O)N(c3ccccc3C)C2=S)cc1OC	7	0.0	-17	-1.3
